Bioassay records deposited in PubChem by National Center for Advancing Translational Sciences (NCATS).
p53ts 39C kill: qHTS Screen for Compounds that Selectively Target Cancer Cells with p53 Mutations: Cytotoxicity of p53ts Cells at the Nonpermissive Temperature | H1299-p53A138V viability at 39C, ATP luminescence, 24 h | Potency, µM (series often up to 46.1 µM), for inactives: at the highest dose activity change, negative = cell killing, actives largely listed as cytotoxic | actives 1.5% (n = 130,000) | AID 902, 2007; further: nearly all actives have a fitted effect of over 55% in size
IkB signaling: IkB Signaling; Potency, µM (series often up to 57.1 µM), for inactives: at the top dose IkBa stabilization activation; AID 445, 2006; actives 0.04% (n = 110,000); ABC-DLBCL IkBa-CBG/CBR dual luciferase ratio, 4 h; response scale: scaled: untreated 0%, proteasome inhibitor 100%; active means well fitted curve in the direction sought with a large enough effect in the signal ratio, not every such curve was filed as active; inconclusive means small, poorly fitted or top-dose-only effect, or a change in a side signal; the % refers to the signal ratio;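 further: the direction sought is a rising ratio; 0% = basal untreated cells and 100% = reference inhibitor full response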
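Curves were fitted separately to fusion (green), unfused (red) and ratio luminescence, then classed by r2, magnitude and activity. Cells: OCI-Ly3, 4 h compound plus doxycycline at 37C; 10 uM MG-132 defined full response.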
p53ts 32C tox: qHTS Screen for Compounds that Selectively Target Cancer Cells with p53 Mutations: Cytotoxicity of p53ts Cells at the Permissive Temperature | AID 924, 2007 | actives 0.93% (n = 130,000) | Potency, µM (series often up to 46.1 µM), for the others: at the highest dose activity change, negative = cytotoxicity, hits mostly cytotoxic | H1299-p53A138V at 32C, ATP luminescence viability, 24 h;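 further: 0% = DMSO and -100% = full killing by reference compound; nearly all actives have a fitted effect of over 55% in size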
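H1299-p53 A138V cells (temperature-sensitive p53) exposed 24 h to up to 46 uM compound at 32C, where p53 is wild-type in conformation. Viability read as ATP luminescence and normalised to DMSO and 100 uM tamoxifen. AC50 fitted with the Hill equation.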
Peg3 imprint: qHTS Assay for Compounds that Induce Erasure of Genomic Imprints; mouse ES Peg3-LacZ reporter, beta-gal luminescence, 40 h; Potency, µM (doses to about 60.7 µM), for inactives: top-dose activity change, positive = activation, usual class: activators; actives 0.02% (n = 110,000); AID 1948, 2009;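 further: 0% = negative control wells on the plate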
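Imprint erasure is scored as LacZ activity from the silenced maternal Peg3 allele in feeder-free female ES cells cultured 40 h with LIF. Luminescence is normalized to in-plate negative controls and fitted to the Hill equation.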
Numbers without * were called inactive; ? = inconclusive; nt = not tested or not shown; & = joins results of further samples; [ ] = dose if it differs, or a comment. Unless noted, the call rests on the fitted dose curve; in most records, active means well fitted curve in the direction sought with a large enough effect; inconclusive means small, poorly fitted or top-dose-only effect, or another doubt; inactive means no such curve, though single readings can be large; an effect the other way counts as inactive or inconclusive. Unless noted, on the % scale 0 is the no-effect control and ±100 the full control effect; potency means the concentration at half of the fitted maximal effect. A portion of the library (hit frequency here may not be typical).

SMILES	p53ts 39C kill	IkB signaling	p53ts 32C tox	Peg3 imprint
O=C(COc1ccc(S(=O)(=O)N2CCCCC2)cc1)N1CCN(Cc2ccccc2)CC1	1.6%	2.9%	-0.5%	-22.0%
NC(CCl)=N[C@H]1CN2CCC1CC2	4.0%[9.22 µM]	1.3%[11.4 µM]	3.2%[9.22 µM]	2.1%[10.9 µM]
O=C(c1csnn1)N1CCC[C@@]2(CCN(Cc3ccncc3)C2)C1	-3.3%	0.6%[11.4 µM]	0.8%	nt
CC(C)C(=O)N1CCC(CN=Cc2c(O)n(C3CCCCC3)c(=O)n(C3CCCCC3)c2=O)CC1	?	?	-11.7%	-36.1%[inhibitor]
C[C@@H](N)Cn1ccc2cc(F)c(Cl)cc21	-26.3%	0.2%	10.8%	-13.5%
CCn1c(C)c(C(=O)O)c2cc(OC)ccc21	11.7%	1.0%	0.1%	-10.4%
CC(=NCc1cccnc1)c1c(O)n(Cc2ccccc2)c(=O)[nH]c1=O	-7.5%	-3.2%	1.0%	0.4%
CCN1C[C@@]2(COC)CC[C@H](O)[C@@]34[C@@H]2C[C@@H]([C@@H]13)[C@]1(O)C[C@@H](OC)C2C[C@H]4[C@H]1[C@H]2OC(C)=O	3.7%[20.6 µM]	1.1%[25.6 µM]	2.4%[20.6 µM]	-0.7%[16.8 µM]
C=C1[C@@H]2C[C@@]3([C@H]1O)[C@H]1C[C@@H]4[C@@]5(C)CC[C@H](O)[C@]4([C@H]1N(CC)C5)[C@H]3C[C@H]2O	14.7%[20.6 µM]	-1.3%[25.6 µM]	5.1%[20.6 µM]	-6.8%[16.8 µM]
O=c1ccc2cc(O[C@H]3OC(CO)C(O)C(O)C3O)c(O)cc2o1 (stereo partly drawn)	-20.3%&9.7%	nt	-3.5%&-2.6%	-8.6%&-15.5%
N#Cc1cc2c(nc1SCC(=O)Nc1ccc(C(F)(F)F)cc1)C1CCN2CC1	?	0.0%	-14.0%	-12.9%[10.9 µM]
Cc1ccc(Cl)cc1N1CCN(CCN)CC1	-13.2%	-0.2%	-7.3%	-30.4%[inhibitor]
C=C(C)c1cccc(C(C)(C)NC(=O)NC2CN3CCC2CC3)c1 (stereo not drawn)	6.8%	0.3%	5.4%	-10.0%
Cc1c(N=Nc2c(O)[nH]c(=S)[nH]c2=O)c(=O)n(-c2ccccc2)n1C	-8.4%	nt	-10.0%	nt
CCOC(=O)c1c(-c2ccc(OC)cc2)oc2ccc(OC(=O)N(C)C)cc12	9.4%	?	2.6%	-23.4%
COc1ccccc1N1C(=O)NC(=O)C2(Cc3cc(C)ccc3N(C)C2)C1=O (stereo not drawn)	2.6%	4.3%	16.4%	-11.6%
C=CC1CC=CCC1 (stereo not drawn)	6.3%	-3.2%	-4.2%[1.84 µM]	8.7%
CN(C)CC#CCOCCOCCC#N	13.4%	-1.4%	-0.3%	12.0%
CC1(C)C(c2ccccc2)=NC(c2cccnc2)N1O (stereo not drawn)	-0.2%	0.4%	2.4%	1.5%
C/C(CCc1c[nH]c2ccccc12)=N\O	-8.9%	0.6%	-12.5%	-12.9%
CCN1C[C@]2(COC)CC[C@H](O)[C@@]34[C@@H]5C[C@H]6[C@@H](OC)[C@H]5[C@](O)(C[C@@H]6OC)[C@@](O)([C@@H](OC)[C@H]23)[C@@H]14	12.3%[20.6 µM]	1.2%[25.6 µM]	4.7%[20.6 µM]	-2.9%[16.8 µM]
Cc1noc(C)c1C(=O)N1CCC[C@@]2(CCN(CC(C)C)C2)C1	-4.7%	1.7%[11.4 µM]	0.3%	nt
Clc1ccccc1-c1cncnc1NCCc1cnc[nH]1	-10.7%	-1.2%[11.4 µM]	6.5%	-6.7%
Cc1nc2c(c(C)nn2-c2ccccc2)c(C)c1CCC(=O)N1CCC2(CC1)OCCO2	-6.3%	nt	5.8%	nt
COC(=O)C1(C)C=C2C(=C(C)C(=O)C2C)CN1 (stereo not drawn)	-9.0%	nt	11.7%	8.1%
Cc1nc2c(-c3ccccc3)c(C)nn2c(C)c1CCC(=O)N1CCC2(CC1)OCCO2	4.1%	-0.9%	?	-21.3%
CCC1C2CC3C4N(C)c5ccccc5[C@]45CC(C2C5O)N3C1O (stereo partly drawn)	-14.3%	nt	-17.0%	-20.4%
CC(C)(C)c1cc(O)ccc1O	28.7%&18.0%	?	16.6%&-15.1%[1.84 µM]	-9.2%[10.9 µM]
C=CCOc1ccc(CC2C(=O)N(C)C(=O)N(C)C2=O)cc1	8.7%	3.5%	-1.0%	-4.7%
O=C(COc1ccc(Cl)cc1)Nc1ccc(Cl)cc1C(=O)c1ccccc1	-3.4%	9.8%	1.3%	-5.2%[10.9 µM]
O=C(O)[C@H]1[C@H](C(=O)O)[C@H]2CC[C@@H]1O2	18.2%	?	30.7%[activator]	nt
CCOC(=O)c1ccc(NC(=O)C2C3C=CC(O3)C2C(=O)O)cc1 (stereo not drawn)	6.0%	2.0%	-9.1%	-2.7%
Nc1ccc(Cc2ccc(N)c(Cl)c2)cc1Cl	-2.7%	-0.3%	1.4%[1.84 µM]	-6.7%
O=C(CCC1CCCC1)c1c(O)c2ccccc2oc1=O	?	?	?	-66.1%[inhibitor]
CP(C)(=O)CCC(=O)O	7.0%	0.5%	-0.6%	-11.3%
COc1cccc(CN2CCCCC2c2cccnc2)c1 (stereo not drawn)	8.6%	1.5%	-3.3%	-16.7%
CC1(C)CCC(C)(C)c2c1ccc(O)c2Cc1c(O)ccc2c1C(C)(C)CCC2(C)C	?	5.6%[11.4 µM]	?	6.2%[10.9 µM]
CN(C)CCN=Cc1c(O)n(CCC2=CCCCC2)c(=O)[nH]c1=O	6.3%	-0.5%	7.7%	-8.1%
CCCCC/C=C\C/C=C\C/C=C\C/C=C\CCCC(=O)O	24.0%&131.5%	nt	25.2%&1.8%	-20.6%&-32.2%
O=c1[nH]c(=O)n(Cc2ccccc2)c(O)c1C=NCCCn1ccnc1	12.7%	-0.5%	-2.1%	1.4%
C=CC(=O)OC	2.9%	1.8%	15.0%[1.84 µM]	3.2%
CC1=C(C(=O)N2CCC3(CC2)OCCO3)C2(CCC(C)CC2)OC1=O (stereo not drawn)	-8.4%	-0.1%	-3.6%	-4.7%
CC(C)c1nccn1Cc1ccc(Cl)cc1Cl	-2.8%[9.22 µM]	3.3%[11.4 µM]	2.7%[9.22 µM]	-21.3%[10.9 µM]
C=C1N2CCC(CC2)C1(O)c1ccc(C)c(C)c1 (stereo not drawn)	-1.0%	nt	-15.0%	nt
COc1cccc(-n2c(SCC(=O)c3ccc(Cl)cc3)nc3c([nH]c4ccccc43)c2=O)c1	?	-2.3%	10.1%	-33.4%[inhibitor][10.9 µM]
N[C@@H](Cc1c[nH]c2ccccc12)c1nnc(SCc2ccccc2F)o1	-0.9%	2.4%	-1.5%	9.5%
COc1ccc(C[C@H]2NC[C@H](O)[C@@H]2OC(C)=O)cc1	-9.4%	?	-8.9%	-29.8%
CCCCn1c(O)c(C(C)=Nc2cccc(C(=O)O)c2)c(=O)[nH]c1=O	12.0%	-2.6%	-1.2%	-6.8%
CCc1ccc(-n2c(=O)c3sc4ccccc4c3n(CC(=O)NC3CCCC3)c2=O)cc1	?	1.5%	-8.0%	-14.1%[10.9 µM]
C=CCO	4.1%	2.6%	4.1%[1.84 µM]	-3.8%
Cc1ccc(Cn2nnnc2CN2CCC(n3nnc4cc(C)ccc43)CC2)cc1	-12.0%	?	5.3%	-18.2%
CCCN1CCC[C@H](c2cccc(O)c2)C1	14.0%&2.8%	0.2%&-0.6%	7.4%&-7.0%	-10.5%
CCOC(=O)N(C)c1ccc(C(O)(C(=O)OC)C(F)(F)F)cc1 (stereo not drawn)	0.3%	nt	0.0%	nt
CCCS(=O)(=O)N1CCC(C(=O)N2CCC3(CC2)OCCO3)CC1	-6.6%	-1.8%	7.1%	-5.4%
Cc1ccc(N)cc1N	-0.6%	1.4%	4.8%[1.84 µM]	-9.2%
O=C(O)c1nonc1-c1nonc1C(=O)O	-0.8%	0.7%	1.5%	-8.3%
CC#CP(=O)(OCC)C(O)(c1ccccc1)C(F)(F)F (stereo not drawn)	-2.4%	0.2%	-0.6%	-1.1%
C=C1C2CC[C@@]3(C)C(c4ccoc4)OC(=O)C[C@@]13OC1CC(=O)C(C)(C)C(C(OC(C)=O)C(=O)OC)[C@@]12C (stereo partly drawn)	-0.9%	nt	5.8%	-13.7%
c1cc2c(c(NC3=NCCN3)c1)CCCC2	11.2%[9.22 µM]	0.1%[11.4 µM]	14.2%[9.22 µM]	-10.9%[10.9 µM]
CCCCCl	11.5%	0.6%	9.2%[1.84 µM]	8.4%

As a working copy, part of the list above:
SMILES	p53ts 39C kill	IkB signaling	p53ts 32C tox	Peg3 imprint
CCc1ccc(-n2c(=O)c3sc4ccccc4c3n(CC(=O)NC3CCCC3)c2=O)cc1	?	1.5%	-8.0%	-14.1%[10.9 µM]
C=CCO	4.1%	2.6%	4.1%[1.84 µM]	-3.8%
Cc1ccc(Cn2nnnc2CN2CCC(n3nnc4cc(C)ccc43)CC2)cc1	-12.0%	?	5.3%	-18.2%
CCCN1CCC[C@H](c2cccc(O)c2)C1	14.0%&2.8%	0.2%&-0.6%	7.4%&-7.0%	-10.5%
CCOC(=O)N(C)c1ccc(C(O)(C(=O)OC)C(F)(F)F)cc1 (stereo not drawn)	0.3%	nt	0.0%	nt
CCCS(=O)(=O)N1CCC(C(=O)N2CCC3(CC2)OCCO3)CC1	-6.6%	-1.8%	7.1%	-5.4%
Cc1ccc(N)cc1N	-0.6%	1.4%	4.8%[1.84 µM]	-9.2%
O=C(O)c1nonc1-c1nonc1C(=O)O	-0.8%	0.7%	1.5%	-8.3%
CC#CP(=O)(OCC)C(O)(c1ccccc1)C(F)(F)F (stereo not drawn)	-2.4%	0.2%	-0.6%	-1.1%
C=C1C2CC[C@@]3(C)C(c4ccoc4)OC(=O)C[C@@]13OC1CC(=O)C(C)(C)C(C(OC(C)=O)C(=O)OC)[C@@]12C (stereo partly drawn)	-0.9%	nt	5.8%	-13.7%
c1cc2c(c(NC3=NCCN3)c1)CCCC2	11.2%[9.22 µM]	0.1%[11.4 µM]	14.2%[9.22 µM]	-10.9%[10.9 µM]
CCCCCl	11.5%	0.6%	9.2%[1.84 µM]	8.4%

The list goes on:
SMILES	p53ts 39C kill	IkB signaling	p53ts 32C tox	Peg3 imprint
Cc1cc(N2CCOCC2)nc2ccc(NC(=O)CCC(=O)N3CCC4(CC3)OCCO4)cc12	-27.0%	-1.4%	-29.3%	24.7%
Cn1cccc1CNCCc1ccccc1F	-7.1%	2.6%	1.2%	5.5%
C[C@@]12CC[C@H]3[C@@H](CC=C4C[C@H](OS(=O)(=O)O)CC[C@]43C)[C@H]1CCC2=O	7.1%	-0.8%	16.8%	nt
CC(=Nc1ccc2c(c1)CCC2)c1c(O)n(C)c(=O)n(C)c1=O	5.1%	2.4%	5.9%	-7.4%
Cn1c(O)c(C=NCCc2c[nH]c3ccccc23)c(=O)n(C)c1=O	19.2%	-1.6%	-2.2%	-6.4%
CC(=O)O[C@@H]1CN2CCC1CC2	-2.4%	0.1%	-1.8%	1.0%
CCCN1CC(C)C(OC(C)=O)(c2ccccc2)CC1C (stereo not drawn)	-0.2%	nt	-10.9%	nt
COc1cc2c3cc1Oc1c(OC)c(OC)cc4c1C(Cc1cccc(c1)Oc1ccc(c(O)c1)CC3N(C)CC2)N(C)CC4 (stereo not drawn)	1.4%	nt	26.1%	?
CCCC(=O)c1c(O)[nH]c(=O)[nH]c1=O	3.6%	2.5%	5.8%	6.0%
COc1ccc(C)cc1NC(=O)CN1CCN(CC(=O)Nc2ccccc2F)CC1	?	0.0%	5.8%	12.8%[10.9 µM]
Oc1ccc(Cl)cc1Cl	1.9%	5.6%	-18.3%[1.84 µM]	-8.8%
O=C(O)Cc1cccnc1C(=O)O	-6.0%	-0.3%	0.0%	-7.2%
